Bim-Bfl-1 = disrupts Bim binding to human Bfl-1 | Q16548 | Bead-based flow cytometry, Bim-Bfl-1 binding inhibition | inhibition, % at 10 µM | hit rate 0.12% among 190,000;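 note: 0% = wells without compound plus tracer and 100% = blocker peptide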
Avidin bead fluor = compound fluoresces at 488/530 nm on avidin beads; compound fluorescence 488/530 nm, flow cytometry; hits give high values; fluorescence (KMESF) at 10 µM; hit rate 0.38% among 220,000; AID 1775; in the data active = fluorescence above about 47; note: inactives centre near 10
Bim-Bcl-XL = inhibitors of Bim-Bcl-XL interaction, human; Bim peptide-Bcl-XL binding, bead flow cytometry, fluorescence; inhibition, % at 10 µM; hit rate 0.04% among 190,000
ABCB1 inh = human ABCB1 inhibition, ABCG2 as counter-screen | P08183 | CCRF-Adr cells, JC-1 efflux, flow cytometry | inhibition, % at 6.6 µM | hit rate 0.067% among 190,000; in the data active = inhibition above about 40%;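 note: 0% = vehicle and 100% = reference inhibitor; higher value means more JC-1 retained so stronger ABCB1 efflux block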
RGS7-Gao = regulators of human RGS7-Galphao interaction; P09471; Multiplexed bead flow cytometry, RGS7-Galphao binding; actives lie on both sides; binding response (% of control), % at 10 µM; hit rate 0.35% among 220,000; AID 1439; in the data active = binding response below about 49% or above about 150%; inconclusive = no clear call, values can overlap the other calls; inactive = in between;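 note: fluorescent Galphao held in activated GDP-AlF4 state binding bead-coupled RGS7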
Target sequence (P09471 whole entry, looked up): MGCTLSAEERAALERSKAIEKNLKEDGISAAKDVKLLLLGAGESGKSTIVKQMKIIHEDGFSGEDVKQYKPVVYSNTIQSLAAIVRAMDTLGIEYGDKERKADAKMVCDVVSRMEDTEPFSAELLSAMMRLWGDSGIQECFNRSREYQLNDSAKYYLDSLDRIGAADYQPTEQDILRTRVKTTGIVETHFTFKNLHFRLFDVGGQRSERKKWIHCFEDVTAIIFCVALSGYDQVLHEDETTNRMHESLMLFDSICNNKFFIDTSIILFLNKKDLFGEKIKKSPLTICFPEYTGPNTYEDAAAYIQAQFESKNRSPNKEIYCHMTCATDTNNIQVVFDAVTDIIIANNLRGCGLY
RGS4-Gao reg = modulates binding of RGS4 to human Galphao; P09471; Multiplexed bead flow cytometry; actives lie on both sides; binding response (% of control), % at 10 µM; hit rate 0.33% among 220,000; AID 1415; in the data active = binding response below about 49% or above about 150%; inactive = in between;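 note: fluorescent Galphao activated with aluminum fluoride binding bead-coupled RGS4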
Bim-Bcl-2 = disrupts Bim peptide binding to human Bcl-2 | Bead-based flow cytometry, Bim peptide-Bcl-2 binding | AID 950 | inhibition, % at 10 µM | hit rate 0.06% among 190,000; in the data active = inhibition above about 40%; inconclusive = no clear call, values can overlap the other calls;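 note: 0% = no compound wells with probe peptide and 100% = reference peptide inhibitor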
Target sequence (P10415 whole entry, looked up): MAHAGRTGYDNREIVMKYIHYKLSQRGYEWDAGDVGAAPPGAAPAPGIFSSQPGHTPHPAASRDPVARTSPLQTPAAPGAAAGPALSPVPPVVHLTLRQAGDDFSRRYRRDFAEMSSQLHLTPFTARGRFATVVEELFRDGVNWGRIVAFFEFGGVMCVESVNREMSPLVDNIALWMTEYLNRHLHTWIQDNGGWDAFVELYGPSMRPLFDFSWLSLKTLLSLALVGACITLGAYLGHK
ABCG2 block = inhibitors of human ABCG2 transporter, ABCB1 counter-screen. Q9UNQ0. IgMXP3 cells, JC-1 efflux, flow cytometry. inhibition, % at 6.6 µM. hit rate 0.1% among 190,000;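 active = inhibition above 80%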;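 note: 0% = DMSO and 100% = nicardipine control wells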
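material = IgMXP3 (ABCG2) plus far-red-tagged CCRF-Adr (ABCB1) cells | amount = 3 million cells/mL, equal mix of both lines | also added = JC-1 transporter substrate | dosing = one concentration, 6.6 µM final | schedule = 10 min at 25 °C | measured by = flow cytometric JC-1 green MFI at 530 nm | read-out basis = percent efflux inhibition, scaled nicardipine 100% to DMSO 0%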
GSH fluor = compound fluoresces at 488/530 nm on GSH beads | fluorescence (KMESF) at 10 µM | GSH beads flow cytometry, compound fluorescence 488/530 nm; hits give high values | AID 1776 | hit rate 0.25% among 190,000; in the data active = fluorescence above about 89;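 note: glutathione beads carrying GST-tagged Bcl family fusion proteins plus one bare bead set; values are compound well signal with DMSO vehicle wells as background; inactives centre near 16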
Bcl-B Bim block = inhibitors of Bim-Bcl-B interaction, human. Q9HD36. bead-based flow cytometry, Bim peptide-Bcl-B binding. inhibition, % at 10 µM. hit rate 0.073% among 190,000;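 note: 0% = tracer peptide without compound and 100% = reference inhibitor peptide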
Target sequence (Q9HD36 whole entry, looked up): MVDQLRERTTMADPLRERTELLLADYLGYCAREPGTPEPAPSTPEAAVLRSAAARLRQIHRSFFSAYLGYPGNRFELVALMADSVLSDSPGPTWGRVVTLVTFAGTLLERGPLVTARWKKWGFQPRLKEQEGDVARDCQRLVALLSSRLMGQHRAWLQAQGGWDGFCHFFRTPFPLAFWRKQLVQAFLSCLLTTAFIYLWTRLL
Bcl-W Bim block = inhibitors of Bim-Bcl-W interaction, human; Q92843; bead-based flow cytometry, Bim peptide-Bcl-W binding; inhibition, % at 10 µM; hit rate 0.02% among 190,000; AID 952;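 note: 0% = bound tracer without compound and 100% = peptide blocker; higher means less fluorescent Bim peptide bound to Bcl-W beads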
Target sequence (Q92843 whole entry, looked up): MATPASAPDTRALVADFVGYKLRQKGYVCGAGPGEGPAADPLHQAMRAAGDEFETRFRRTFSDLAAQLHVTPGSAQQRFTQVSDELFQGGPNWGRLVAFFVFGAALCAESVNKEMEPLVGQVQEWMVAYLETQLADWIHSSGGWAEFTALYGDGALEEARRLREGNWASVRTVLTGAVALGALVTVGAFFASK
* marks the source's active call; other numbers are inactive results; ? = inconclusive; nt = no result given. Cut-off read from the data, not from the text of the source, unless noted: active = inhibition above about 40%.

Values run as follows: Bcl-B Bim block | Bcl-W Bim block | GSH fluor | Bim-Bfl-1 | Bim-Bcl-XL | Avidin bead fluor | RGS7-Gao | ABCG2 block | RGS4-Gao reg | ABCB1 inh | Bim-Bcl-2
COc1cccc(CNC(=O)C2CCCN(c3nn4c(=O)cc(C)nc4s3)C2)c1OC (stereo unspecified)
 : -6 | -1 | 4 | -7 | -1 | 7 | 101 | 3 | 103 | 0.5 | -5
Cc1nc2ccccn2c1C(=O)NNC(=S)Nc1ccc(Cl)cc1
 : -7 | -3 | 27 | 0 | -5 | 11 | 93 | -11 | 95 | -6.6 | -2
COc1ccc(/C=C/C(=O)c2sc(-c3ccc(Cl)cc3)nc2C)cc1
 : -1 | 3 | 22 | -5 | 1 | 20 | 102 | 6 | 100 | -0.8 | -1
O=C(NCc1ccc(Cl)cc1)c1ccc(Cn2cc(C(F)(F)F)ccc2=O)cc1
 : -5 | 1 | 15 | -9 | -1 | 21 | 101 | 3 | 104 | 0.8 | -4
Cc1occc1C(=O)NNC(=S)NCc1ccccc1
 : -22 | 0 | 4 | 5 | -5 | 4 | 103 | 0 | 100 | 0.0 | 0
O=C(NNC(=S)Nc1ccccc1)c1cc(-c2cccnc2)nc2ccccc12
 : -7 | 5 | 11 | 6 | 2 | 8 | 112 | 14 | 114 | 15 | 1
COc1cc(-c2cc(N)n(S(=O)(=O)c3ccccc3)n2)cc(OC)c1OC
 : -8 | 1 | 19 | -12 | -2 | 9 | 101 | 0 | 100 | -1.8 | -11
CCCNC(=O)COc1ncnc2sccc12
 : -6 | -1 | 26 | -1 | -1 | 13 | ? | 5 | 101 | 0.8 | -1
CCOc1ccccc1C(=O)NC(C(=O)Nc1cccc(S(N)(=O)=O)c1)C(C)C (stereo unspecified)
 : -4 | 0 | 10 | -4 | -2 | 4 | 100 | 2 | 102 | -0.3 | -3
CCc1ccc2oc(=O)cc(CN3CCCCC3C)c2c1 (stereo unspecified)
 : -6 | 2 | 24 | -8 | -1 | 26 | 99 | 4 | 101 | 0.5 | -7
O=C(O)CCN1CCc2ccccc21
 : -6 | -2 | 39 | 0 | 0 | 2 | 100 | 0 | 99 | 0.1 | -2
COc1cccc(C2=NOC(C(=O)NCc3cccs3)C2)c1 (stereo unspecified)
 : -5 | 0 | 23 | -19 | -6 | 32 | 101 | 7 | 99 | 0.6 | -17
CCCCNc1c(N)n(CCC)c(=O)[nH]c1=O
 : -6 | -2 | 16 | -3 | -7 | 10 | ? | 6 | 100 | 0.1 | -2
O=C(O)CCC(=O)N1CCc2cc(S(=O)(=O)NC3CCCC3)ccc21
 : 0 | -1 | 13 | -1 | 3 | nt | 102 | 0 | 100 | 0.1 | 1
COc1ccc(Cl)cc1NC(=O)C(=O)NCc1ccncc1
 : -1 | -3 | 69 | -2 | -1 | 9 | 98 | 5 | 101 | 0.9 | -4
CCC1(CC)Cc2ccccc2-c2nc(-c3ccccc3)oc(=O)c21
 : -7 | -3 | 23 | -2 | 4 | 23 | 98 | 6 | 95 | 1.3 | -5
COc1cc(CNCCO)cc(Cl)c1OCc1ccccc1Cl
 : -2 | -4 | 21 | 2 | -4 | 5 | 103 | 0 | 96 | 0.3 | 0
COc1ccc(OC)c(S(=O)(=O)n2nc(-c3ccccc3)cc2N)c1
 : -6 | 2 | 19 | -12 | -3 | 9 | 100 | -1 | 104 | -1.0 | -11
COc1ccc(N2C(=O)C(F)(F)C2c2cccc(F)c2)cc1 (stereo unspecified)
 : -4 | 0 | 17 | -7 | -6 | 9 | ? | 5 | 97 | 0.7 | -6
COc1ccc(S(=O)(=O)N(CC(=O)Nc2ccc(S(=O)(=O)N3CCOCC3)cc2)Cc2ccc(F)cc2)cc1
 : -4 | 0 | 9 | 0 | -2 | 9 | 90 | 1 | 97 | 0.8 | 0
COc1cccc(-c2nnc(NC(=O)c3ccc(S(=O)(=O)N(CC(C)C)CC(C)C)cc3)o2)c1
 : -5 | -7 | 41 | -6 | 9 | 2 | 98 | 0 | 101 | -0.2 | -4
CCOC(=O)c1c(NC(=O)Cn2c(C)nc3ccccc32)sc2c1CCC2
 : -6 | 2 | 39 | -8 | 2 | 6 | 101 | 22 | 102 | 8.9 | -8
O=C(C[n+]1cccc(CNC(=O)c2ccc(OC(F)F)cc2)c1)Nc1ccccc1Cl
 : -4 | -2 | 11 | 0 | -2 | 16 | 108 | 7 | 104 | 0.8 | -4
CCOC(=O)c1sc(NC(=O)c2ccc(S(=O)(=O)N3CCOCC3)cc2)nc1-c1ccccc1
 : -9 | -7 | 20 | -9 | -12 | 10 | 101 | -3 | 105 | -0.5 | -3
Cc1cc(C)cc(NC(=O)C(OC(=O)c2sccc2C)c2ccccc2)c1 (stereo unspecified)
 : -2 | 1 | 10 | -4 | -1 | 5 | 90 | 14 | 94 | 0.6 | -3
COC(=O)CSC1=C(C#N)C(c2ccc(C)cc2)C2=C(CCCC2=O)N1 (stereo unspecified)
 : 0 | -2 | 18 | 3 | 0 | 19 | 100 | 3 | 104 | 0.3 | 2
COc1ccc(/C=N/NC(=O)c2ccccc2Cl)cc1CSc1nc2ccccc2s1
 : -4 | 1 | 11 | -8 | -2 | 8 | 94 | 4 | 98 | 1.2 | -9
CCC(=O)Nc1ccc(S(=O)(=O)N2CCN(c3ccc(F)cc3)CC2)cc1
 : 0 | -1 | 9 | -5 | -4 | 12 | 100 | 0 | 102 | 0.2 | -5
O=C(c1ccc(Br)o1)N1CCN(c2ncccn2)CC1
 : -5 | -1 | 49 | -5 | -5 | 4 | 100 | 4 | 99 | 0.6 | -5
Cc1c(C(=O)Nc2ccc(N3CCOCC3)cc2)oc2ccccc12
 : -12 | -2 | 42 | -10 | -6 | 8 | 98 | 1 | 99 | -0.1 | -5

Entries of single compounds, looked up by structure. Order of values: Bcl-B Bim block, Bcl-W Bim block, GSH fluor, Bim-Bfl-1, Bim-Bcl-XL, Avidin bead fluor, RGS7-Gao, ABCG2 block, RGS4-Gao reg, ABCB1 inh, Bim-Bcl-2
COc1ccc(OC)c(S(=O)(=O)n2nc(-c3ccccc3)cc2N)c1 as listed: -6, 2, 19, -12, -3, 9, 100, -1, 104, -1.0, -11
COc1ccc(/C=C/C(=O)c2sc(-c3ccc(Cl)cc3)nc2C)cc1 as listed: -1, 3, 22, -5, 1, 20, 102, 6, 100, -0.8, -1

The results go on.
Values run as follows: Bcl-B Bim block | Bcl-W Bim block | GSH fluor | Bim-Bfl-1 | Bim-Bcl-XL | Avidin bead fluor | RGS7-Gao | ABCG2 block | RGS4-Gao reg | ABCB1 inh | Bim-Bcl-2
Cc1ccc(NC(=O)Cn2c(/C=C/c3ccccc3)nc3ccccc32)cc1C
 : 16 | 8 | 21 | 9 | -1 | 4 | 118 | -1 | 114 | -0.2 | 16
CC(C)CCNC(=O)C(C)N(C(=O)c1snc(C(N)=O)c1N)c1cnc2ccccc2c1 (stereo unspecified)
 : 1 | -2 | 20 | -5 | -1 | 5 | 117 | 0 | 102 | 2.1 | 0
COc1cccc(OCCNc2cc(N3CCOCC3)ccc2[N+](=O)[O-])c1
 : -9 | -4 | 11 | -15 | -5 | 12 | 102 | 37 | 100 | 1.9 | -13
Cc1ccc(C)c(NC(=O)C2CC3c4ccccc4C2c2ccccc23)c1 (stereo unspecified)
 : 0 | 1 | 8 | 0 | 3 | 16 | 105 | 0 | 109 | 0.2 | -2
O=C(O)CC(NS(=O)(=O)c1cccc2nsnc12)c1ccc(F)cc1 (stereo unspecified)
 : -5 | -8 | 32 | -1 | -16 | 20 | 104 | 23 | 99 | 2.4 | -9
CC(=O)c1ccc(OCC(O)CN2C(C)(C)CC(O)CC2(C)C)cc1 (stereo unspecified)
 : -6 | 0 | 18 | -10 | -3 | 6 | 104 | 0 | 105 | 0.1 | -4
Cc1cc(C)nc(N/N=C/C2=C(N3CCOCC3)C(=C/c3ccccc3)/CC2)n1
 : -15 | -1 | 11 | 7 | -5 | 4 | 100 | 2 | 101 | 0.3 | 1
Cc1cc(C)n(-c2cccc(Cl)c2)c(=O)c1C#N
 : -5 | -2 | 22 | -15 | -8 | 28 | 103 | 23 | 100 | 1.5 | -8
COc1ccc(CCN2C(=O)NC(NS(=O)(=O)c3ccc(N)cc3)(C(F)(F)F)C2=O)cc1OC (stereo unspecified)
 : -1 | -2 | 15 | -2 | -4 | 10 | 97 | 1 | 97 | 0.0 | 0
Cc1ccc(S(=O)(=O)n2nnc3ccccc32)c(C)c1C
 : 0 | 2 | 17 | 8 | 0 | 8 | ? | 2 | 100 | 0.1 | -1
COc1ccc(CN(Cc2ccc(C(=O)O)cc2)C(=S)Nc2ccccc2F)cc1OC
 : -9 | -8 | 19 | -2 | -2 | 10 | 103 | 0 | 100 | -0.2 | -1
COc1c(C)cc(C(=O)C2CCCN(Cc3c(C)n(C)n(-c4ccccc4)c3=O)C2)cc1C (stereo unspecified)
 : 0 | 4 | 11 | -1 | 0 | 12 | 100 | 2 | 100 | 2.3 | 2
CCOC(=O)c1ccccc1NC(=O)CCNC(=O)Cn1cnc2ccccc2c1=O
 : -3 | -4 | 23 | 0 | 0 | 12 | 99 | 0 | 99 | -0.1 | -4
N#Cc1ccc(NC(=O)COC(=O)CCNS(=O)(=O)c2ccccc2)cc1
 : -8 | -2 | 9 | -16 | -6 | 14 | 100 | -3 | 102 | 0.4 | -12
O=C(c1ccccc1)c1cnc(-c2ccc(Cl)cc2)s1
 : -1 | 0 | 16 | -1 | -1 | 36 | 100 | 3 | 103 | 0.2 | -3
CCN(C(=O)c1cc2ccccc2o1)C12CC3CC(CC(C3)C1)C2
 : -3 | 0 | 6 | -4 | -4 | 21 | 101 | 1 | 102 | 0.2 | -1
Nc1cc(=O)[nH]c(SCC(=O)Nc2ccc3c(c2)CCC3)n1
 : -6 | -3 | 13 | -1 | -2 | 25 | 104 | -1 | 100 | 0.6 | -1
O=C(/C=C/c1ccccc1)Nn1c(-c2cccs2)nc2ccccc2c1=O
 : 0 | 4 | 21 | 1 | 0 | 15 | 101 | -2 | 104 | 0.2 | 0

Filtered by structure: the compounds so far containing two or more sulfur atoms.
Values run as follows: Bcl-B Bim block | Bcl-W Bim block | GSH fluor | Bim-Bfl-1 | Bim-Bcl-XL | Avidin bead fluor | RGS7-Gao | ABCG2 block | RGS4-Gao reg | ABCB1 inh | Bim-Bcl-2
COc1ccc(S(=O)(=O)N(CC(=O)Nc2ccc(S(=O)(=O)N3CCOCC3)cc2)Cc2ccc(F)cc2)cc1
 : -4 | 0 | 9 | 0 | -2 | 9 | 90 | 1 | 97 | 0.8 | 0
CCOC(=O)c1sc(NC(=O)c2ccc(S(=O)(=O)N3CCOCC3)cc2)nc1-c1ccccc1
 : -9 | -7 | 20 | -9 | -12 | 10 | 101 | -3 | 105 | -0.5 | -3
COc1ccc(/C=N/NC(=O)c2ccccc2Cl)cc1CSc1nc2ccccc2s1
 : -4 | 1 | 11 | -8 | -2 | 8 | 94 | 4 | 98 | 1.2 | -9
O=C(O)CC(NS(=O)(=O)c1cccc2nsnc12)c1ccc(F)cc1 (stereo unspecified)
 : -5 | -8 | 32 | -1 | -16 | 20 | 104 | 23 | 99 | 2.4 | -9
